H37Rv inhibition – M. tuberculosis growth inhibition, HTS (AID 449762). M. tuberculosis H37Rv growth inhibition, 7H9 media; higher % means a stronger effect. inhibition, % at 25 µM; hits with a dose series show IC50 in µM. hit rate 0.59% among 330,000; in the data active = a potency from the dose series; inconclusive = inhibition above about 70% without an active follow-up result;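 note: bacterial growth assessed after seven days of incubation; strong numbers were not always called active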
H1N1 NS1A inhibition – H1N1 influenza NS1A inhibitors, functional cell based assay (AID 504329) | NS1A functional cell-based assay, percent inhibition; higher % means a stronger effect | one-dose inhibition, % at 12.5 µM; IC50 in µM for titrated hits | hit rate 0.3% among 340,000; in the data active = a potency from the dose series; inconclusive = inhibition above about 27% without an active follow-up result; note: strong numbers were not always called active
VEEV TC-83 Vero – inhibitors of VEEV TC-83 cytopathic effect, confirmation, Vero cells (AID 588727); Vero cells, VEEV TC-83 cytopathic effect inhibition; higher % means a stronger effect; inhibition, % at 20 µM; hits with a dose series show IC50 in µM; hit rate 0.13% among 350,000; in the data active = a potency from the dose series; inconclusive = inhibition mostly from about 14% at the one dose, without a potency; inactive = the rest, 99 in 100 with inhibition below about 12%; note: strong numbers were not always called active
PhoP GFP inhibition – Inhibition of PhoP regulon, Salmonella typhi GFP reporter cells, confirmation, 4 h (AID 1850) | Salmonella Typhi PhoP-promoter GFP reporter, fluorescence, 4 h; higher % means a stronger effect | one-dose inhibition, % at 50 µM; IC50 in µM for titrated hits | hit rate 0.33% among 310,000; in the data active = a potency from the dose series; inconclusive = inhibition mostly from about 25% at the one dose, without a potency; inactive = the rest, 99 in 100 with inhibition below about 19%;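 note: 0% = induced wells with vehicle and 100% = uninduced wells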
M. tuberculosis – growth inhibition of non-replicating M. tuberculosis (AID 488890). Mycobacterium tuberculosis non-replicating, growth inhibition; higher % means a stronger effect. one-dose inhibition, % at 25 µM; IC50 in µM for titrated hits. hit rate 0.39% among 320,000; in the data active = a potency from the dose series; inconclusive = inhibition mostly from about 82% at the one dose, without a potency; inactive = the rest, 99 in 100 with inhibition below about 76%;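 note: plate controls were DMSO cells for no effect and high antibiotic wells for full effect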
* marks the source's active call; other numbers are inactive results; i = inactive; ? = inconclusive; . = no result given.

1. CC(=O)c1ccc(OCCCC(=O)Nc2cc(Cl)ccc2-n2cncn2)cc1
2. COc1cccc(/C=N/NC(=O)CNC(=O)COc2ccccc2)c1O
3. CCCCOC(=O)Cn1c(=N)n(CCN(CC)CC)c2ccccc21
4. COc1ccccc1CNC(=O)COC(=O)Cc1ccc(Cl)cc1
5. O=C(Nc1cccc(C(F)(F)F)c1)c1cccnc1N1CCN(CCO)CC1
6. CCN(C(=O)COC(=O)c1cc(Cl)ccc1OC)c1c(N)n(Cc2ccccc2)c(=O)[nH]c1=O
assay / entry	1	2	3	4	5	6
PhoP GFP inhibition	11.2%	13.7%	-8.1%	-0.2%	6.7%	.
H1N1 NS1A inhibition	11.2%	-9.0%	6.3%	5.6%	-4.4%	-7.4%
M. tuberculosis	19.7%	9.1%	4.1%	78.7%	10.9%	0.6%
H37Rv inhibition	4.5%	-8.2%	2.0%	4.5%	-13.8%	-5.0%
VEEV TC-83 Vero	2.4%	?	2.3%	0.3%	i	0.5%

7. COc1ccc(CCNC(=O)C2CC(c3cc(C(F)(F)F)cc(C(F)(F)F)c3)=NO2)cc1 (centres undefined)
8. O=[N+]([O-])c1cccnc1S(=O)(=O)c1ccccc1
9. O=C(CCc1nnc(COc2ccccc2)o1)NCc1ccc(Cl)s1
10. FC(F)(F)c1ccc(N2CCN(c3ncnc4c3nnn4Cc3ccccc3Cl)CC2)cc1
11. CCc1ccc(N(C(=O)c2ccoc2C)C(C(=O)NC2CCCC2)c2ccc(OC)cc2)cc1 (centres undefined)
12. COc1ccc(CCNC(=O)COC(=O)/C=C/c2cc(OC)ccc2OC)cc1
assay / entry	7	8	9	10	11	12
PhoP GFP inhibition	-8.1%	35.8%	5.2%	-2.8%	-9.8%	.
H1N1 NS1A inhibition	-4.3%	-6.4%	-9.5%	3.1%	-0.1%	-4.5%
M. tuberculosis	-2.0%	?	13.0%	14.6%	18.4%	12.9%
H37Rv inhibition	-0.1%	?	-0.7%	-0.3%	-4.3%	5.7%
VEEV TC-83 Vero	0.3%	4.7%	i	0.7%	0.3%	1.8%

13. CC(C)Cc1nnc(NC(=O)CCC(=O)N2CCN(S(=O)(=O)c3ccccc3)CC2)s1
14. O=C(Cc1cccs1)Nc1nc(-c2ccc(F)cc2F)cs1
15. COc1ccc(C2C(C(C)=O)=C(O)C(=O)N2CCCn2ccnc2)cc1 (centres undefined)
16. CC1CCCC(NC(=O)COC(=O)Cc2cn3ccsc3n2)C1C (centres undefined)
17. Cc1ccc(NC(=O)CSc2nnc(-c3ccco3)n2N)cc1F
18. CC1CCc2[nH]c3ccc(C(=O)NCC4CCCO4)cc3c2C1 (centres undefined)
assay / entry	13	14	15	16	17	18
PhoP GFP inhibition	-9.0%	-5.7%	-4.4%	.	-3.5%	.
H1N1 NS1A inhibition	-5.3%	-20.3%	-9.4%	31.7%	8.2%	4.2%
M. tuberculosis	-4.4%	19.8%	19.9%	.	16.8%	.
H37Rv inhibition	-10.9%	59.6%	-1.4%	.	2.2%	.
VEEV TC-83 Vero	1.1%	i	0.1%	0.3%	0.6%	8.5%

19. O=C(c1nn(Cc2ccccc2)c(=O)c2ccccc12)N1CCN(c2ccccn2)CC1
20. COc1ccc(C(=O)Nc2nc(C)c(C(C)=O)s2)cc1S(=O)(=O)N1CCOCC1
21. CCOC(=O)c1c(NC(=O)CN(CC)CC)sc2c1CCN(C(=O)OCC)C2
22. COc1c(C)cc(C(=O)C2CCCN(C(=O)c3cccc(F)c3)C2)cc1C (centres undefined)
23. CCc1ccc(NCc2nc3ccccc3c(=O)[nH]2)cc1
24. N#Cc1nc(-c2ccccc2F)oc1NCc1ccccc1
assay / entry	19	20	21	22	23	24
PhoP GFP inhibition	3.5%	.	-27.2%	-19.4%	0.2%	-6.8%
H1N1 NS1A inhibition	10.9%	-2.8%	2.5%	0.7%	1.0%	4.8%
M. tuberculosis	20.4%	0.4%	44.4%	5.1%	79.7%	42.8%
H37Rv inhibition	11.6%	-5.7%	-2.0%	5.5%	?	16.3%
VEEV TC-83 Vero	3.8%	2.0%	3.6%	0.5%	1.4%	7.3%

25. N#C/C(=N/O)c1nc(-c2ccc(F)cc2)cs1
26. O=C(CN1C(=O)C2C3c4ccccc4C(c4ccccc43)C2C1=O)N1CCOCC1 (centres undefined)
27. CC(=O)Nc1nc2ccc(C(=O)NC3CCCCC3)cc2s1
28. CC(=O)C1=C(O)C(=O)N(c2ccc(Br)cc2)C1c1ccc(Br)cc1 (centres undefined)
29. CC(=O)NCCC(=O)NCC1(N(C)Cc2ccccc2)Cc2ccccc2C1
30. COc1ccccc1NC(=S)N1CCNC(=O)C1CC(=O)Nc1cccc(C)c1 (centres undefined)
assay / entry	25	26	27	28	29	30
PhoP GFP inhibition	-1.7%	3.0%	-0.1%	1.3%	-1.6%	6.2%
H1N1 NS1A inhibition	-1.9%	-1.1%	0.2%	-7.4%	-4.2%	-6.1%
M. tuberculosis	75.6%	-3.0%	25.9%	31.4%	-13.6%	6.8%
H37Rv inhibition	?	3.5%	-6.1%	9.5%	6.6%	-11.3%
VEEV TC-83 Vero	0.4%	i	8.7%	0.1%	i	2.1%

14 of the compounds above, tab-delimited.
item	SMILES	PhoP GFP inhibition	H1N1 NS1A inhibition	M. tuberculosis	H37Rv inhibition	VEEV TC-83 Vero
3	CCCCOC(=O)Cn1c(=N)n(CCN(CC)CC)c2ccccc21	-8.1%	6.3%	4.1%	2.0%	2.3%
4	COc1ccccc1CNC(=O)COC(=O)Cc1ccc(Cl)cc1	-0.2%	5.6%	78.7%	4.5%	0.3%
5	O=C(Nc1cccc(C(F)(F)F)c1)c1cccnc1N1CCN(CCO)CC1	6.7%	-4.4%	10.9%	-13.8%	i
6	CCN(C(=O)COC(=O)c1cc(Cl)ccc1OC)c1c(N)n(Cc2ccccc2)c(=O)[nH]c1=O	.	-7.4%	0.6%	-5.0%	0.5%
7	COc1ccc(CCNC(=O)C2CC(c3cc(C(F)(F)F)cc(C(F)(F)F)c3)=NO2)cc1 (centres undefined)	-8.1%	-4.3%	-2.0%	-0.1%	0.3%
8	O=[N+]([O-])c1cccnc1S(=O)(=O)c1ccccc1	35.8%	-6.4%	?	?	4.7%
9	O=C(CCc1nnc(COc2ccccc2)o1)NCc1ccc(Cl)s1	5.2%	-9.5%	13.0%	-0.7%	i
10	FC(F)(F)c1ccc(N2CCN(c3ncnc4c3nnn4Cc3ccccc3Cl)CC2)cc1	-2.8%	3.1%	14.6%	-0.3%	0.7%
11	CCc1ccc(N(C(=O)c2ccoc2C)C(C(=O)NC2CCCC2)c2ccc(OC)cc2)cc1 (centres undefined)	-9.8%	-0.1%	18.4%	-4.3%	0.3%
12	COc1ccc(CCNC(=O)COC(=O)/C=C/c2cc(OC)ccc2OC)cc1	.	-4.5%	12.9%	5.7%	1.8%
13	CC(C)Cc1nnc(NC(=O)CCC(=O)N2CCN(S(=O)(=O)c3ccccc3)CC2)s1	-9.0%	-5.3%	-4.4%	-10.9%	1.1%
14	O=C(Cc1cccs1)Nc1nc(-c2ccc(F)cc2F)cs1	-5.7%	-20.3%	19.8%	59.6%	i
15	COc1ccc(C2C(C(C)=O)=C(O)C(=O)N2CCCn2ccnc2)cc1 (centres undefined)	-4.4%	-9.4%	19.9%	-1.4%	0.1%
16	CC1CCCC(NC(=O)COC(=O)Cc2cn3ccsc3n2)C1C (centres undefined)	.	31.7%	.	.	0.3%

The list goes on:
31. COCCn1nnnc1C(c1cc2cc(OC)c(OC)cc2[nH]c1=O)N1CCN(c2ccc(O)cc2)CC1 (centres undefined)
32. O=C(c1ccc(Cn2cc(Cl)c([N+](=O)[O-])n2)cc1)N1CCN(Cc2ccccc2)CC1
33. CN1CCN(CCCNC(=O)Nc2ccc([N+](=O)[O-])cc2)CC1
34. COc1ccc(C2Nc3ccccc3C(=O)N2Cc2ccccc2)cc1COc1ccccn1 (centres undefined)
35. Cc1nc2nc(C)c(CCC(=O)NCCC3=CCCCC3)c(C)n2n1
36. COc1ccc2ccccc2c1/C=N/NC(=O)c1cccc(C)c1
assay / entry	31	32	33	34	35	36
PhoP GFP inhibition	-4.8%	8.7%	1.8%	-6.6%	-0.1%	-4.4%
H1N1 NS1A inhibition	7.5%	2.2%	-15.6%	-8.3%	-0.6%	-19.2%
M. tuberculosis	24.5%	12.2%	1.1%	28.1%	-20.6%	-0.1%
H37Rv inhibition	5.7%	-2.1%	2.4%	-5.0%	1.7%	7.9%
VEEV TC-83 Vero	0.3%	4.3%	0.6%	7.7%	0.3%	3.5%

37. Cc1cc(Br)ccc1OCC(=O)NNC(=O)CCc1ccccc1
38. COc1cc2c(cc1OC)CN(CCC(C)c1ccc(Cl)cc1)CC2 (centres undefined)
39. O=C1C=C(c2ccc3c(c2)OCO3)C[C@@H](c2ccc(F)cc2)C1
40. CC(=O)Nc1nc(C)c(C(C)(C)C)s1
41. Cn1ncc([N+](=O)[O-])c1C(=O)Nc1ccc(Cl)cc1
42. COC(=O)c1ccc(NC(=O)COc2ccc(S(=O)(=O)N3CCCCC3)cc2)cc1
43. CSCCCNC(=S)Nc1ccc(N2CCOCC2)cc1
assay / entry	37	38	39	40	41	42	43
PhoP GFP inhibition	6.2%	8.8%	.	4.8%	-4.4%	-5.0%	8.1%
H1N1 NS1A inhibition	8.0%	14.2%	-2.4%	0.5%	2.1%	5.2%	-1.7%
M. tuberculosis	29.0%	42.0%	-6.3%	-9.1%	-7.2%	-12.6%	29.9%
H37Rv inhibition	-0.3%	9.2%	-8.2%	7.5%	4.5%	-0.8%	29.1%
VEEV TC-83 Vero	i	0.0%	i	1.6%	2.3%	i	0.5%

Screening data from PubChem.
